Source: PubChem (NCI)
All columns: NCI-60 one-dose screen, growth in % after 48 h at 10 µM unless noted; 100 = growth as untreated, 0 = no growth, -100 = all killed.
UACC-257 – UACC-257 melanoma; hit rate 4.4% among 78,000; AID 1794764
SK-MEL-2 – SK-MEL-2 melanoma; hit rate 4.7% among 77,000
LOX IMVI – LOX IMVI melanoma | hit rate 7.4% among 79,000 | AID 1794757
SK-MEL-28 – SK-MEL-28 melanoma | hit rate 4.1% among 81,000 | AID 1794761
HS 578T – HS 578T breast cancer; hit rate 4.1% among 78,000
MALME-3M – MALME-3M melanoma. hit rate 5.8% among 78,000. AID 1794766
UACC-62 – UACC-62 melanoma | hit rate 5.4% among 81,000
SK-MEL-5 – SK-MEL-5 melanoma | hit rate 6.4% among 80,000 | AID 1794755
* hit, by the source's call; · = no result given; & = joins results of further samples; [ ] = dose if it differs, or a comment. The calls were made as follows: active = growth percent below 10; inactive = the rest.

Screens in order – LOX IMVI | UACC-257 | UACC-62 | HS 578T | SK-MEL-2 | SK-MEL-28 | MALME-3M | SK-MEL-5
1	O=C1NN=C(c2ccc(Cl)cc2)CC12CCCCC2
  98 | 102 | 90 | 111 | 111 | 108 | · | 98
2	Cc1ccc(/C=N\NC(=O)N/N=C/c2ccc(C)cc2)cc1
  94 | 91 | 95 | 105 | 107 | 112 | 104 | 106
3	CCCCN(CCCC)C(=N)c1ccc(OCc2ccccc2)cc1
  67 | 81 | 76 | 82 | 84 | 77 | 76 | 41
4	c1ccc(CC(Cc2ccccc2)C2=NCCCN2)cc1
  30 | 59 | 38 | 41 | 100 | 59 | 68 | 85
5	Cc1c(-c2csc(N/N=C/c3cccc(Br)c3)n2)nnn1-c1ccc([N+](=O)[O-])cc1
  103 | 102 | 89 | 105 | 97 | 111 | 125 | 106
6	O=CCN1C(=O)c2ccccc2C1=O
  103 | · | 88 | 97 | 110 | 119 | 94 | 101
7	N#CC1(c2ccccc2)CCOCC1
  97 | 102 | 105 | 111 | 104 | 106 | 100 | ·
8	CCCC(=O)c1ccc(O)cc1
  103 | 91 | 101 | 92 | 100 | 101 | 101 | 99
9	CC(=O)C1=C(O)c2ccccc2C(=O)C1=O
  91 | 84 | 96 | 110 | 112 | 102 | 113 | 91
10	CCC1(C(=O)NC(=Nc2ccccc2)Nc2ccccc2)CCOC1=O (configuration not stated)
  94 | 98 | 94 | 93 | 101 | 110 | · | 102
11	O=[N+]([O-])c1cccc(C2OCC3(CO2)COC(c2cccc([N+](=O)[O-])c2)OC3)c1 (configuration not stated)
  100 | 123 | 96 | 121 | 88 | 127 | 110 | 104
12	COC(=O)[C@@H](CCCCNC(=O)[C@]12CCC(C)(C)C[C@@H]1C1=CC[C@@H]3[C@@]4(C)C/C(=C/c5ccco5)C(=O)C(C)(C)[C@@H]4CC[C@@]3(C)[C@]1(C)CC2)NC(=O)[C@]12CCC(C)(C)C[C@@H]1C1=CC[C@@H]3[C@@]4(C)C/C(=C/c5ccco5)C(=O)C(C)(C)[C@@H]4CC[C@@]3(C)[C@]1(C)CC2
  107 | 100 | 98 | 104 | 108 | 107 | 102 | 98
13	CCOC(=O)c1nnc2c(Cc3ccccc3)nc3ccccc3n12
  97 | 108 | 102 | 99 | 103 | 108 | 109 | 107
14	COc1ccc(C(=O)N2CCN(C(=O)c3ccc(OC)cc3)CC2)cc1
  100 | 96 | 92 | 113 | 116 | 106 | 114 | 107
15	CC(=O)c1ccc(NC(=O)Nc2ccc(C(C)=O)cc2)cc1
  93 | 99 | 102 | 106 | · | 116 | 94 | 87
16	CN(C(=O)C1CC=CCC1C(=O)N(C)c1ccccc1)c1ccccc1 (configuration not stated)
  103 | 95 | 100 | 107 | 134 | 100 | 79 | 99
17	COc1ccc2c(c1)oc1c(C)c3c(c(C)c12)C(=O)N(CCN1CCCCC1)C3=O
  88 | 118 | 101 | 91 | 99 | 100 | 88 | 99
18	COc1ccc2c(c1)c(-c1nc(N)nnc1-c1cn(C)c3ccccc13)cn2C
  91 | 103 | 85 | 92 | 98 | 100 | 101 | 97
19	COc1ccc2occ(C3=C(c4cn(C)c5ccccc45)C(=O)NC3=O)c2c1
  68 | 93 | 89 | 54 | 90 | 111 | 105 | 94
20	CCOC(=O)C1=C(O)C(=O)N(Cc2ccccc2)C1
  99 | 105 | 100 | 106 | 104 | 101 | 108 | 102
21	O=C(NNc1nc2cc(F)ccc2n2cncc12)c1cnccn1
  14 | 36 | 17 | 72 | 36 | 26 | 29 | -12*
22	c1ccc(CNc2nc3ccccc3n3c2nc2ccccc23)cc1
  95 | 103 | 85 | 107 | 102 | 110 | 120 | 98
23	CCOC(=O)Nc1nn[nH]n1
  93 | 116 | 99 | 94 | 109 | 115 | · | 103
24	CC(=O)OCC1O[C@@H](Oc2ccc3c(c2)CC[C@@H]2[C@@H]3CC[C@]3(C)C(=O)CC[C@@H]23)C(OC(C)=O)[C@@H](OC(C)=O)[C@H]1OC(C)=O (some centres not stated)
  95 | 127 | 97 | 114 | 96 | 111 | 122 | 92
25	CCOCC(=O)NC(Cc1ccccc1)C(=O)O (configuration not stated)
  95 | 108 | 113 | 116 | 102 | 107 | 94 | 99
26	CCOc1ccc(-n2c(-c3cc(OC)c(OC)c(OC)c3)nnc2-c2ccc(OC)cc2N)cc1
  80 | 57 | 67 | 78 | 66 | 80 | 80 | 66
27	O=[N+]([O-])c1ccc2c(c1)C(C(Cl)(Cl)Cl)OC(C(Cl)(Cl)Cl)O2 (configuration not stated)
  93 | 76 | 74 | 107 | 92 | 87 | 70 | 87
28	CCCCN1CCC(=O)NC1=O
  92 | 90 | 103 | 98 | 137 | 111 | 125 | 103
29	C=C(C)[C@@H]1CC[C@]2(C(=O)Nc3ccc(S(=O)(=O)c4ccc(NCCC#N)cc4)cc3)CC[C@]3(C)[C@H](CC[C@@H]4[C@@]5(C)CCC(=O)C(C)(C)[C@@H]5CC[C@]43C)[C@@H]12
  96[100 µM] | 87[100 µM] | 62[100 µM] | 94[100 µM] | 84[100 µM] | 100[100 µM] | 84[100 µM] | 86[100 µM]
30	COc1ccc(CSc2nc3ccc(C)cc3c(=O)n2-c2ccccc2)cc1
  100 | 99 | 106 | 109 | 126 | 101 | 117 | 102

Overlap with the part before: two compounds, followed by the next part.
Screens in order – LOX IMVI | UACC-257 | UACC-62 | HS 578T | SK-MEL-2 | SK-MEL-28 | MALME-3M | SK-MEL-5
29	C=C(C)[C@@H]1CC[C@]2(C(=O)Nc3ccc(S(=O)(=O)c4ccc(NCCC#N)cc4)cc3)CC[C@]3(C)[C@H](CC[C@@H]4[C@@]5(C)CCC(=O)C(C)(C)[C@@H]5CC[C@]43C)[C@@H]12
  96[100 µM] | 87[100 µM] | 62[100 µM] | 94[100 µM] | 84[100 µM] | 100[100 µM] | 84[100 µM] | 86[100 µM]
30	COc1ccc(CSc2nc3ccc(C)cc3c(=O)n2-c2ccccc2)cc1
  100 | 99 | 106 | 109 | 126 | 101 | 117 | 102
31	CC(C)COC(=O)N1CCCCC1C (configuration not stated)
  98 | 110 | 107 | 113 | 105 | 109 | 121 | 97
32	O=C(N=Nc1c(O)[nH]c2ccccc12)c1cnc2n(c1=O)CCCCC2
  98 | 101 | 93 | 99 | 99 | 106 | 99 | 95
33	O=C(N/N=C/c1ccc(Br)o1)c1[nH]c2ccc(Br)cc2c1-c1ccccc1
  -63* | 26 | 5.4* | -4.6* | 3.4* | -21* | 0.4* | -78*
34	CC1=C/C(=N/NC(N)=O)CC(C)(C)C1
  100 | 101 | 103 | 103 | 113 | 110 | 100 | 103
35	O=C(Cn1cc(COc2ncnc3c2cnn3-c2ccccc2)nn1)Nc1cccc(Cl)c1
  97 | 89 | 82 | 87 | 104 | 96 | 93 | 97
36	NS(=O)(=O)c1ccc(CCN2C(=O)c3ccccc3C2=O)cc1
  99 | 104 | 100 | 108 | 105 | 116 | 94 | 104
37	COc1ccc(-c2cc(C(=O)NCc3ccccc3)nn2-c2ccc(S(C)(=O)=O)cc2)cc1OC
  · | 105 | 111 | · | 119 | 134 | 108 | 97
38	COc1ccc(/C=C/C(=O)c2cc3c(N)c(C(=O)Nc4ccccc4C)sc3nc2C)cc1
  19 | 65 | 17 | 10 | 14 | 51 | 52 | 18
39	O=C(Nc1ccccc1)Nc1ccc(C(=O)/C=C/c2ccc(N3CCCC3)cc2)cc1
  86 | 51 | 42 | 38 | 18 | 51 | 79 | 45
40	COc1ccc(Oc2nc(Nc3ccc(N4CCOCC4)cc3)ncc2N=Cc2ccc(O)c(OC)c2)cc1
  88 | 105 | 90 | 87 | 114 | 111 | 122 | 98
41	OC(c1ccc(Cl)cc1)c1ccc(Cl)cc1
  92&90 | 106 | 95&98 | 105 | 116&97 | 112&97 | 75&114 | 98&102
42	CCC1CCC(CC)C1O (configuration not stated)
  109 | 91 | 98 | 97 | 98 | 109 | 111 | 103
43	COC(=O)CCCNC(=O)C(=O)c1c(O)c(O)c(C(C)C)c2cc(C)c(-c3c(C)cc4c(C(C)C)c(O)c(O)c(C(=O)C(=O)NCCCC(=O)OC)c4c3O)c(O)c12
  -86* | -22* | -36* | 12 | · | 23 | 20 | -69*
44	Nc1nc2c(s1)CCc1cn(S(=O)(=O)c3ccccc3)cc1-2
  104&84 | 112&87 | 96&79 | 107&86 | 99&106 | 104&113 | 98&107 | 95&90
45	COc1ccc(-c2onc(NC(C)=O)c2-c2cc(OC)c(OC)c(OC)c2)cc1
  100 | 104 | 102 | 109 | 100 | 105 | 100 | 95
46	O=C(CCCCCNC(=O)c1ccc[nH]1)Nc1ccccc1
  87 | 98 | 93 | 108 | 95 | 104 | 105 | 98
47	C[C@@H]1O[C@@H](O[C@@H]2C[C@H](c3ccc4c(c3O)C(=O)C3=C(C4=O)[C@@]4(O)C(=O)C[C@](C)(O)C[C@@]4(O)C=C3)O[C@H](C)[C@H]2O)C[C@H](O)[C@H]1O
  93 | 99 | 91 | 103 | 105 | 117 | 99 | 100
48	C=CC(=O)NC(=O)Nc1ccccc1Cl
  86 | 72 | 93 | 97 | 86 | 109 | 83 | 97
49	CC(C)C(=O)Cc1cnccn1
  97 | 98 | 98 | 96 | 109 | 116 | 111 | 109
50	Cc1cc(NCCN(C)C)n2c(nc3ccccc32)c1C#N
  89 | 106 | 82 | 110 | · | 102 | 100 | 101
51	Cc1ccc(C2=Nc3ccc(Cl)cc3C3=NCNC(=S)N23)cc1
  105 | · | 78 | 105 | 118 | 116 | 103 | 88
52	CC(=O)OC1C(COS(C)(=O)=O)OC(OC2(COS(C)(=O)=O)OC(COS(C)(=O)=O)C(OC(C)=O)C2OC(C)=O)C(OS(C)(=O)=O)C1OC(C)=O (configuration not stated)
  98 | 104 | 94 | 99 | 106 | 104 | 100 | 103
53	Cn1c(=O)c2c(nc(C#N)n2C)n(C)c1=O
  114 | 111 | 99 | 101 | 128 | 105 | 99 | 102
54	O=C(CC1Sc2ccccc2NC1=O)NNc1cccc(Cl)c1Cl (configuration not stated)
  89 | 99 | 85 | · | 87 | 101 | 55 | 85
55	Cc1nc(-c2ccccc2)c(-c2ccccc2)nc1Br
  105 | 94 | 91 | 102 | 84 | 107 | 100 | 100
56	O=C(NNc1nccc(Nc2ccc(S(=O)(=O)Nc3ccncc3)cc2)n1)c1ccccc1
  -41* | 107 | 101 | 110 | 106 | 106 | 103 | 102
57	C=CCc1cc(C(C)(C)CC(C)(C)C)cc(CN(C)C)c1O
  102 | 99 | 100 | 97 | 106 | 116 | 104 | 101
58	Nc1ccc2ccccc2c1N=Nc1ccccc1
  72 | 89 | 83 | 98 | · | 107 | · | 81
59	C#CCNC(C)=O
  95 | 105 | 103 | 119 | 95 | 106 | 109 | 102
60	Clc1ccccc1I
  95 | 107 | 95 | 117 | 109 | 114 | 103 | 103
61	COc1cc(/C=C/C(=O)c2cc(OC)c(OC)c(OC)c2)ccc1Oc1nc2c(c(=O)n(C)c(=O)n2C)n1C
  -81* | 41 | -74* | 27 | 76 | -45* | -27* | 29
62	COc1ccc(C2=NN(/C=C3\SC(=O)NC3=Nc3ccc(F)cc3)C(c3ccc(F)cc3)C2)cc1 (configuration not stated)
  98 | 103 | 95 | 99 | 102 | 103 | 94 | 92
63	O=C(CCC(=O)N/N=C/c1ccccc1O)N/N=C/c1ccccc1O
  21 | 76 | 25 | 77 | 70 | 45 | 62 | 36
64	C=CCn1c(SCC(=O)Nc2ccc(C(=O)/C=C/c3cc4cc(OC)ccc4nc3Cl)cc2)nnc1-c1ccc(Br)cc1
  83 | 80 | 73 | 89 | 79 | 100 | 93 | 83
65	O=C(CCCCN1CC(=O)N2[C@H](c3ccc(Br)cc3)c3[nH]c4ccccc4c3C[C@@H]2C1=O)NO
  86 | 70 | 55 | 67 | 84 | 78 | 45 | 90
66	CCOC(SCC)C(Nc1ccc([N+](=O)[O-])cc1[N+](=O)[O-])C(OC(C)=O)C(OC(C)=O)C(COC(C)=O)OC(C)=O (configuration not stated)
  77 | 104 | 84 | 97 | 124 | 116 | 102 | ·
67	CC1(C)CC[C@]2(C(=O)Nc3ccccn3)CC[C@]3(C)C(=CC[C@@H]4[C@@]5(C)C/C(=C/c6ccco6)C(=O)C(C)(C)[C@@H]5CC[C@]43C)[C@H]2C1
  73 | 79 | 72 | 83 | 85 | 82 | 97 | 90
68	CCOC(=O)C(C(=O)OCC)(c1ccccc1)c1ccccc1
  97 | 99 | 105 | 158 | 100 | 107 | 98 | 109
69	COC(=O)[C@@H](OC(=O)NS(=O)(=O)N(c1ccc(F)cc1)C1CCN(Cc2ccc(F)cc2)CC1)C(C)C
  99 | · | 101 | 109 | 102 | 114 | 87 | 98
70	O=S(=O)(Nc1cccnc1)c1ccccc1
  96 | 102 | 105 | 102 | · | 101 | 92 | 100
71	Cc1cc2c(c(C)c1Cl)C(=O)/C(=C/c1ccc(O)cc1)O2
  85 | 101 | 88 | 93 | 94 | 109 | 102 | 94
72	O=C1C=CC(=O)N1c1ccc(-c2nc3ccccc3o2)cc1
  105 | 107 | 103 | 94 | 110 | 109 | 124 | 101

Shown in transposed form: part of the list above.
70	O=S(=O)(Nc1cccnc1)c1ccccc1
71	Cc1cc2c(c(C)c1Cl)C(=O)/C(=C/c1ccc(O)cc1)O2
62	COc1ccc(C2=NN(/C=C3\SC(=O)NC3=Nc3ccc(F)cc3)C(c3ccc(F)cc3)C2)cc1 (configuration not stated)
64	C=CCn1c(SCC(=O)Nc2ccc(C(=O)/C=C/c3cc4cc(OC)ccc4nc3Cl)cc2)nnc1-c1ccc(Br)cc1
72	O=C1C=CC(=O)N1c1ccc(-c2nc3ccccc3o2)cc1
Screen / compound no. | 70 | 71 | 62 | 64 | 72
LOX IMVI | 96 | 85 | 98 | 83 | 105
UACC-257 | 102 | 101 | 103 | 80 | 107
UACC-62 | 105 | 88 | 95 | 73 | 103
HS 578T | 102 | 93 | 99 | 89 | 94
SK-MEL-2 | · | 94 | 102 | 79 | 110
SK-MEL-28 | 101 | 109 | 103 | 100 | 109
MALME-3M | 92 | 102 | 94 | 93 | 124
SK-MEL-5 | 100 | 94 | 92 | 83 | 101
